Screening data deposited in PubChem by Johns Hopkins Ion Channel Center.
CHT inh: human CHT choline transport inhibition; Q9GZV3; CHT-expressing cells, membrane potential dye, choline response; active compounds read low; B-score at 10 µM; actives 0.86% (n = 310,000);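 active = B-score over 3 SD under the library average, and starting fluorescence ratio not unusually high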;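 note: choline stimulus applied at its EC90 after an EC20 pre-addition; B-score computed on integrated fluorescence ratio after choline addition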
Target sequence (Q9GZV3 whole entry, looked up): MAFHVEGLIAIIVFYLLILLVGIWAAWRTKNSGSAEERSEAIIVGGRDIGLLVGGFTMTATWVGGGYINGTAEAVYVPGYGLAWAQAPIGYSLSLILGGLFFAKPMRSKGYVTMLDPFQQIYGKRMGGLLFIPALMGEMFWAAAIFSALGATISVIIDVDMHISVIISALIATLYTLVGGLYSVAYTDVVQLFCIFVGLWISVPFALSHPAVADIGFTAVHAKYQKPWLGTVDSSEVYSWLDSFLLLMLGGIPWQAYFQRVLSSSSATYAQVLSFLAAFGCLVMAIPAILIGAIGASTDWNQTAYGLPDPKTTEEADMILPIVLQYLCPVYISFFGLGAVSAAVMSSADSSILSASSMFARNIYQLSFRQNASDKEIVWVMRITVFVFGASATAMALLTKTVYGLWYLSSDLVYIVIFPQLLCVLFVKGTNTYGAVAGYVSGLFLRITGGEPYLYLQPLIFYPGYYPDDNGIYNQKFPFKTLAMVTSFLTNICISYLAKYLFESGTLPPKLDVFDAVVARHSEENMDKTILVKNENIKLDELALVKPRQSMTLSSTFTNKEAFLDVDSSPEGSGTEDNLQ
Kir21 block: blocks the mouse Kir2.1 inward-rectifier potassium channel | P35561 | HEK293-Kir2.1, FluxOR thallium flux fluorescence; active compounds read low | B-score at 10 µM | actives 0.85% (n = 310,000);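 active = fluorescence ratio B-score at or below minus 3 SD of library scores, with starting-brightness B-score within 2 SD, cut at about -4.2 in these data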;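 note: channel flux triggered by added potassium and thallium sulfate stimulus; B-score of peak minus minimum fluorescence over baseline after thallium stimulus; more negative B-score means stronger Kir2.1 block with less thallium influx; some compounds called inactive have numbers as strong as hits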
Target sequence (P35561 whole entry, looked up): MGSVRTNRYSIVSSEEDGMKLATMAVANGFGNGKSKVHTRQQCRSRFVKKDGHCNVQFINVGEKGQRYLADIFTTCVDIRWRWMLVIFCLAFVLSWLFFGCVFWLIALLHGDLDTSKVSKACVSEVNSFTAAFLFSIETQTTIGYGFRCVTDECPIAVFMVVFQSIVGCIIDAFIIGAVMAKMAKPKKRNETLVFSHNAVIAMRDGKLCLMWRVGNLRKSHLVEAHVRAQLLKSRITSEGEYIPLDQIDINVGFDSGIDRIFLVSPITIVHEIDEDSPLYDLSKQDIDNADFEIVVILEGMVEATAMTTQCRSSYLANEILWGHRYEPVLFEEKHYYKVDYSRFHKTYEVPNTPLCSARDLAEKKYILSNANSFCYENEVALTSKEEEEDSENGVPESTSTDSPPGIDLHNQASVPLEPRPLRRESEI
An asterisk follows results filed as active; i = inactive; / = no result given.

SMILES	CHT inh	Kir21 block
Cc1cc(C)cc(NC(=O)Nc2ccc(NC(=O)c3ccccc3O)cc2)c1	i	1.19
Nc1cc(=O)[nH]c(SCC(=O)Nc2ncc(C(F)(F)F)cc2Cl)n1	i	-0.49
Cc1ccc(N2CC(c3nc4ccccc4n3C)CC2=O)cc1 (stereo unspecified)	i	0.06
O=S(=O)(NC1CCCCC1Oc1ccccc1)c1ccc(Cl)cc1 (stereo unspecified)	i	-3.66
O=C(NNC(=O)C1CCN(c2ncccn2)CC1)c1ccc(F)cc1	i	1.07
FC(F)(F)c1cc(-c2cccs2)nc(N2CCOCC2)n1	i	0.61
Clc1ccc(-c2c[n+](Cc3cccc(Cl)c3)c3n2CCC3)cc1	i	0.39
CC(C)(C)c1ccc(SCC(N)=O)cc1	i	-1.17
NS(=O)(=O)c1ccc(CCNC(=O)c2cc([N+](=O)[O-])ccc2N2CCCCC2)cc1	i	2.54
O=C(COc1ccc(Cl)cc1)NNC(=O)c1ccccc1C(=O)O	i	-0.64
COc1ccccc1-n1cnnc1SCc1csc(-c2ccccc2)n1	i	/
Cn1c(SCC(=O)N2CCN(c3ccccc3)CC2)nnc1-c1ccncc1	i	-1.44
COc1ccccc1N1CCN(C(=O)C(=O)c2c(C)[nH]c3ccccc23)CC1	i	1.59
O=C(/C(N=Nc1cccc(C(F)(F)F)c1)=C(/O)c1cccs1)C(F)(F)F	i	-1.72
CCC(=O)c1ccc(OCC(=O)OCC(=O)N2c3ccccc3NC(=O)C2(C)C)cc1	i	-0.54
Cc1ccc(N(CC(=O)N2CCCC2)S(C)(=O)=O)c(C)c1	i	0.93
Cc1nc(N2CCN(Cc3ccc4c(c3)OCO4)CC2)nc2c1C(=O)CC(c1ccco1)C2 (stereo unspecified)	i	1.81
CC1CCN(S(=O)(=O)c2cc(Br)cc(C(=O)NC3=NCCS3)c2)CC1	i	0.08
O=S(=O)(c1ccc(F)cc1)N1CCC(O)(c2ccc3c(c2)OCO3)CC1	i	-1.61
O=C(O)c1ccc(Cl)c(S(=O)(=O)Nc2ccccc2Cc2ccccc2)c1	i	-0.81
CCOC(=O)c1c(C)c2c(=O)[nH]cnc2n1-c1ccccc1	i	-0.66
O=C(c1cc(-c2ccc(Br)cc2)on1)N1CCCCCC1	i	0.68
O=C(Nc1cccc(O)c1)C(=O)Nc1ccccn1	i	0.25
CCN(C(=O)c1cc(Cl)ccc1Cl)C1CCS(=O)(=O)C1 (stereo unspecified)	i	0.92
CSc1ccc(CNCC(O)c2ccccc2)cc1 (stereo unspecified)	i	-6.18*
New compounds follow:
SMILES	CHT inh	Kir21 block
O=C(NCCN1CCOCC1)C1CCC(CNS(=O)(=O)c2ccc(Cl)cc2)CC1 (stereo unspecified)	i	-0.04
O=C(O)c1cccc(NC(=O)C23CC4CC(C2)CC(n2cnc(Cl)n2)(C4)C3)c1	i	0.93
Cc1occc1C(=O)NCc1ccccc1F	i	2.45
COc1cccc(-c2nnc(N(C)C(=O)C3CCOC3)s2)c1 (stereo unspecified)	i	0.94
CNC(=O)CSc1nnc(-c2ccco2)n1-c1ccccc1	i	0.94
COc1cc(/C=C2/NC(=O)NC2=O)cc(Br)c1OCc1ccccc1	i	0.58
O=C(Nc1ccccc1)[C@@H]1CC=C[C@@H]2CCN(C3CCCCC3)C(=O)[C@@H]21	i	0
CC(C)(C)N(Cc1ccccc1)C(=O)COC(=O)CN1C(=O)NC2(CCCC2)C1=O	i	2.37
CN(C)CCCN(C(=O)c1ccco1)c1nc2c(F)cc(F)cc2s1	i	-1.83
COc1cc(S(=O)(=O)NC(C)C)ccc1Cl	i	-0.01
C#CCOc1ccc(/C=C2/C(=O)NN(c3ccccc3)C2=O)cc1OC	i	0.28
COc1ccc(C(=O)N/C(=C\c2ccccc2)C(=O)NC(CC(C)C)C(=O)O)cc1 (stereo unspecified)	i	0.7
COc1ccccc1N1CCN(c2nnc(-c3ccc(F)cc3)c3ccccc23)CC1	i	0.87
CSc1nc(-c2ccc(C)cc2)nc(C(Cl)Cl)n1	i	-1.21
O=[N+]([O-])c1cnn(-c2nc(-c3ccco3)cc(C(F)(F)F)n2)c1	i	0.6
C/C(=N\NC(=O)c1ccccc1O)C1C(=O)c2ccccc2C1=O	-5.03*	0.93
CCOC(=O)/C(C#N)=C/c1cn(CCC(=O)O)nc1-c1ccc(Br)cc1	i	2.21
Cc1cccc(C(CC(=O)NCc2ccco2)c2ccccc2)c1O (stereo unspecified)	i	0.01
Cc1c(Cl)cccc1NC(=S)NCC(c1cccnc1)N(C)C (stereo unspecified)	i	-0.09
CN(C)/C=C1\N=C(c2ccc(Cl)cc2Cl)OC1=O	i	-0.52
C/C=C(\C)C(=O)N1CC2(CC(c3cccc(NC(=O)CCCCC)c3)=NO2)C[C@@H]1C(N)=O (stereo partly specified)	i	2.13
CC(C)C(=O)Nc1c(-c2cccc(Cl)c2)c(=O)c2ccccc2n1C	i	1.18
CC1CCN(Cc2nc3c(c(=O)n(C)c(=O)n3C)n2CCCc2ccccc2)CC1	i	0.91
O=C(CSc1ccc(Cl)cc1)Nc1cccc(-c2nnc(-c3ccco3)o2)c1	i	-0.38
Cc1ccc(CN2C(=O)CCC2C(=O)NCCN2CCOCC2)cc1 (stereo unspecified)	i	0.64

Entries from the list above with a thiophene ring, fused or not, in the order listed:
SMILES	CHT inh	Kir21 block
FC(F)(F)c1cc(-c2cccs2)nc(N2CCOCC2)n1	i	0.61
O=C(/C(N=Nc1cccc(C(F)(F)F)c1)=C(/O)c1cccs1)C(F)(F)F	i	-1.72

More records.
SMILES	CHT inh	Kir21 block
COC(=O)C1=CN(c2ccc(F)cc2)C=C(C(=O)OC)C1c1ccc([N+](=O)[O-])cc1	i	-0.02
COc1ccc(CNC(=O)c2cccc(-c3ccc(C)c4ccccc34)n2)cc1	i	0.22
CCc1cccc(CC)c1NC(=O)C1CC(=O)N(c2ccc3c(c2)OCCO3)C1 (stereo unspecified)	i	1.06
CCC/C(O)=C1\C(=O)CCCC1=NCCc1c(C)[nH]c2ccc(C)cc12	i	1.62
O=C(CSc1nc2c(cnn2-c2ccccc2)c(=O)[nH]1)c1ccc(Cl)cc1	i	0.17
COCc1ccc(C(=O)NC2CC(C)(C)Cc3c2cnn3-c2ccc(OC)cc2)o1 (stereo unspecified)	i	1.25
CCOC(=O)C1=C(C)N(CCC(=O)O)C(=O)NC1c1ccccc1Cl (stereo unspecified)	i	-0.11
O=C(CS(=O)(=O)c1ccccc1)N1CCc2ccccc21	i	-0.79
CCC(C)N1C(=O)N(C)C2NC(=O)NC21 (stereo unspecified)	i	0.49
Cn1c(SCC(=O)N2CCOCC2)nnc1-c1ccc(Cl)cc1Cl	i	-1.05
Cc1ccc2c(c1)Oc1ccc(NC(=O)CCCl)cc1C(=O)N2	i	2.46
Cc1cc(NC(=O)CSc2nc3c(c(=O)n2Cc2ccccc2)SC(C)C3)no1 (stereo unspecified)	i	0.07
CCc1ccc(NC(=O)N2CCN(c3ccccc3)CC2)cc1	i	1.08
S=C(NCc1ccco1)Nc1cccc(Cl)c1	i	1.49
Cc1ccccc1NC(=O)N1CCCC(c2nc(-c3ccc(C(C)C)cc3)no2)C1 (stereo unspecified)	i	-0.22
CCc1ccc(C2CC(c3ccc(C)cc3)Nc3nc(N)nn32)cc1 (stereo unspecified)	i	0.56
CCCC(=O)N(c1ccc2oc(C)c(C(C)=O)c2c1)S(=O)(=O)c1ccc(C(=O)O)cc1	i	1.52
Cc1ccc(NC(=O)NNC(=O)C2CC(c3cccs3)=NO2)cc1 (stereo unspecified)	i	0.37
CCOC(=O)CC1C(C(=O)OCC)ON2OC(C(=O)OC)C(C(=O)OCC)C12 (stereo unspecified)	i	-1.19
CCOC(=O)c1c(C)oc2ccc(OC(=O)N3CCOCC3)cc12	i	1.6
CCCC(=O)Nn1cnc2c(c1=O)C1(CCCCC1)Cc1ccccc1-2	i	-0.88
COc1ccc(/C=C/C(=O)Nc2ccc(-n3nncc3-c3ccc(OC)c(OC)c3)cc2)cc1OC	i	0.01
CCOc1c([N+](=O)[O-])cc2c(C)c(C(=O)N3CCN(C)CC3)oc2c1OCC	i	0.07
CN(CC(=O)O)S(=O)(=O)c1cc(Cl)ccc1Cl	i	-0.88
O=C(NCCO)C(=O)NCC1OCCCN1S(=O)(=O)c1cccs1 (stereo unspecified)	i	0.13

Part of the list above in a different format.
| Compound | CHT inh | Kir21 block |
| --- | --- | --- |
| CCCC(=O)N(c1ccc2oc(C)c(C(C)=O)c2c1)S(=O)(=O)c1ccc(C(=O)O)cc1 | i | 1.52 |
| Cc1ccc(NC(=O)NNC(=O)C2CC(c3cccs3)=NO2)cc1 (stereo unspecified) | i | 0.37 |
| CCOC(=O)CC1C(C(=O)OCC)ON2OC(C(=O)OC)C(C(=O)OCC)C12 (stereo unspecified) | i | -1.19 |
| CCOC(=O)c1c(C)oc2ccc(OC(=O)N3CCOCC3)cc12 | i | 1.6 |
| CCCC(=O)Nn1cnc2c(c1=O)C1(CCCCC1)Cc1ccccc1-2 | i | -0.88 |

Continuation.
SMILES	CHT inh	Kir21 block
COc1ccc(N(C(=O)c2ccco2)C(C(=O)NC2CCCC2)c2ccccc2)cc1 (stereo unspecified)	i	0.12
COc1ccccc1NC(=O)CSc1ccc2nnc(-c3ccc(C)cc3)n2n1	i	-0.99
O=C(NCc1ccccc1)c1cc(-c2cccc(O)c2)on1	i	-0.55
Clc1cccc(NCc2nnc(SCc3ccc(Cl)cc3Cl)o2)c1	i	-0.08
Cc1ccc(-c2cc(NC(=O)CCl)n(-c3ccccc3)n2)cc1	i	-0.47
COc1ccc(Br)cc1CNc1ccc(N2CCOCC2)cc1	i	0.48
O=C(CCc1nnc2ccc(NCc3ccccc3)nn12)NC1CCCC1	i	0.03
COc1ccc(N(CC(=O)N2CCCCC2)S(=O)(=O)c2c(C)nn(C)c2C)cc1	i	-0.46
CCOC(=O)c1sc(N(Cc2ccccc2)C(=O)COC(=O)c2ccccc2O)nc1C	i	-0.35
COc1ccc2c(C)c(CC(=O)N3CCN(C(=O)C4COc5ccccc5O4)CC3)c(=O)oc2c1C (stereo unspecified)	i	-0.24
COc1ccc([C@@H]2CC=C(C(=O)O)[C@H](c3ccc(F)cc3)N2S(=O)(=O)c2ccc(C)cc2)cc1OC	i	/
Cc1cc(C)c2c(n1)nn1c(NCCCN(C)C)cc(C)nc21	i	-0.25
O=C(Nc1ccc2c(c1)OCO2)C1CC(=O)N(c2ccccc2)C1 (stereo unspecified)	i	-0.84
C=CCNC(=O)/C(C#N)=C/c1cc(Br)ccc1OC	i	0.72
CCOC(=O)c1c(C)n(OCc2ccccc2)c2ccc3c(no[n+]3[O-])c12	i	0.75
CCN1C(=O)[C@@H]2C(C(=O)c3cnccn3)=NN[C@@H]2C1=O	i	-1.02
CCOc1ccccc1NC(=O)CN1C(=O)C(=O)N(Cc2ccco2)C1=O	i	1.39
CSc1nc2sccc2c(=O)[nH]1	i	-1.39
Cc1ccc(S(=O)(=O)NN2C(=O)c3ccccc3NC2c2ccco2)cc1 (stereo unspecified)	i	-0.28
O=c1c2ccccc2nnn1CSc1nc2cc(Cl)ccc2c(=O)n1Cc1ccco1	i	-1.19
O=C(NNc1ccc([N+](=O)[O-])cc1)c1ccccc1Cl	i	-0.55
Cc1cc(C)c2nc(-c3ccccn3)cc(C(=O)NCCc3ccc(S(N)(=O)=O)cc3)c2c1	i	-0.25
CC(O)(CS(=O)(=O)Cc1ccccc1)c1ccc(Cl)cc1 (stereo unspecified)	i	-0.38
Cn1c(=O)cc(SCC(=O)NCCN2CCN(c3ccccc3F)CC2)c2cc(Cl)ccc21	i	-1.75
Cc1ccc(-c2cc(=O)c3ccc(Cl)cc3[nH]2)cc1	i	-0.1
The results go on.
SMILES	CHT inh	Kir21 block
Cc1nn(C(C)(C)C)c(NC(=O)c2ccc(Cl)cc2Cl)c1Br	i	1.13
CCC(=O)Nc1cccc(NC(=O)c2ccccc2Cl)c1	i	1.64
Cc1ccccc1OCC(=O)N/N=C/c1ccc(N(C)C)cc1	i	-0.32
COc1cc2c(cc1OC)C(C)N(C(=O)Nc1cc(C)cc(C)c1)CC2 (stereo unspecified)	i	1.39
COC(=O)c1cc(O)c(O)c(O)c1	i	1.07
CC1CCCC(NC(=O)Nc2cccs2)C1C (stereo unspecified)	i	2.6
COc1cccc(C(C)NC(=S)NCc2ccc(F)cc2)c1 (stereo unspecified)	i	-6.82*
N/C(Cn1cncn1)=N\NC(=O)C(=O)Nc1ccccc1	i	2.63
COC(=O)c1cc(S(=O)(=O)N2CCCCCC2)c[nH]1	i	-0.03
c1coc(CNc2nc(-c3cccs3)cs2)c1	i	0.98
CC12CCC(=O)N1C(C(=O)Nc1nc3c(F)cc(F)cc3s1)CS2 (stereo unspecified)	i	0.03
CCOc1ccc(C(=O)OC2CCN(C)CC2)cc1	i	/
COc1ccc(C(=O)Nc2ccncc2)cc1OC	i	1.09
COc1ccc(C)cc1S(=O)(=O)N1CCN(C(=O)c2ncoc2-c2cccc(C)c2)CC1	i	1
Cc1c(Cl)cccc1NC(=S)N(CCN(C)C)C(C)c1ccco1 (stereo unspecified)	i	1.75
N#Cc1ccsc1NC(=O)C1CCN(S(=O)(=O)c2cccs2)CC1	i	2.55
CCOC(=O)CSc1nc2cc(C(=O)N3CCC(C(N)=O)CC3)ccc2c(=O)n1-c1ccccc1	i	0.82
COc1ccccc1-c1coc2c(CN(C)C)c(O)ccc2c1=O	i	-0.77
N#CCC(=O)Nc1ccc(C(=O)OCC(=O)c2ccc3c(c2)OCCO3)cc1	i	-0.85

Some of these compounds in order of SMILES length, smallest number first.
SMILES	CHT inh	Kir21 block
COc1ccc(C(=O)Nc2ccncc2)cc1OC	i	1.09
COC(=O)c1cc(S(=O)(=O)N2CCCCCC2)c[nH]1	i	-0.03
COc1ccccc1-c1coc2c(CN(C)C)c(O)ccc2c1=O	i	-0.77
Cc1nn(C(C)(C)C)c(NC(=O)c2ccc(Cl)cc2Cl)c1Br	i	1.13
COc1ccc(C)cc1S(=O)(=O)N1CCN(C(=O)c2ncoc2-c2cccc(C)c2)CC1	i	1
